From PubChem
All columns: NCI-60 one-dose screen, growth in % after 48 h at 10 µM unless noted; 100 = growth as untreated, 0 = no growth, -100 = all killed.
U251 – U251 CNS tumor cells; hit rate 5.4% among 80,000; AID 1794753
SF-539 – SF-539 CNS cancer. AID 1794752. hit rate 6.8% among 81,000
DU-145 – DU-145 prostate cancer. hit rate 4.2% among 81,000
OVCAR-8 – OVCAR-8 ovarian cancer. hit rate 4.4% among 81,000. AID 1794782
OVCAR-3 – OVCAR-3 ovarian cancer; AID 1794787; hit rate 7% among 79,000
PC-3 – PC-3 prostate cancer cells; hit rate 3.9% among 80,000; AID 1794754
SF-268 – SF-268 CNS cancer cells | hit rate 3.1% among 82,000
SF-295 – SF-295 CNS cancer cells | hit rate 5.6% among 79,000 | AID 1794758
SNB-19 – SNB-19 CNS cancer cells; hit rate 2.5% among 81,000; AID 1794751
An asterisk follows results filed as active. Rule for the calls: active = growth percent below 10; inactive = the rest.

Screening Cc1c(OCC(F)(F)F)ccnc1CNc1ccc(C2=CC(c3ccc([N+](=O)[O-])cc3)N=C(N)N2)cc1 (configuration not stated) returned U251 94, SF-539 101, DU-145 109, OVCAR-8 101, OVCAR-3 101, PC-3 99, SF-268 98, SF-295 96 and SNB-19 100.
CCCCC[n+]1ccc(SCC(=O)N(C)c2ccc(OC)cc2)c2ccccc21 was read as U251 101, SF-539 96, DU-145 108, OVCAR-8 101, OVCAR-3 107, PC-3 97, SF-268 105, SF-295 92 and SNB-19 97.
Screening Nc1cc(S(=O)(=O)O)ccc1Cl returned U251 98, SF-539 96, DU-145 120, OVCAR-8 92, OVCAR-3 119, PC-3 98, SF-268 104, SF-295 98 and SNB-19 90.
`Clc1nc2ccccc2o1` gave U251 101, SF-539 97, DU-145 106, OVCAR-8 98, OVCAR-3 109, PC-3 89, SF-268 99, SF-295 99 and SNB-19 111.
Screening CCCCCc1ccc(S(=O)(=O)Nc2cccc(-c3csc(N4CCN(C)CC4)n3)c2)cc1 returned U251 78, SF-539 70, DU-145 109, OVCAR-8 75, PC-3 69, SF-268 94, SF-295 82 and SNB-19 86.
COc1ccc(C(=O)/C=C/c2cn(-c3ccc(C)cc3)nc2-c2ccc(S(C)(=O)=O)cc2)cc1 was read as U251 93, SF-539 93, DU-145 86, OVCAR-8 88, OVCAR-3 74, PC-3 81, SF-268 93, SF-295 99 and SNB-19 89.
`N=C(N)/N=C(\CCc1nc2ccccc2[nH]1)c1nc2ccccc2[nH]1` gave U251 103, SF-539 97, DU-145 111, OVCAR-8 105, OVCAR-3 109, SF-268 112, SF-295 120 and SNB-19 94.
For O=C(O)c1cn(C2CC2)c2cc(N3CCN(Cn4nc(-c5cccc(Cl)c5)n(-c5ccccc5)c4=S)CC3)c(F)cc2c1=O the results were U251 95, SF-539 95, DU-145 106, OVCAR-8 99, OVCAR-3 110, PC-3 93, SF-268 98, SF-295 98 and SNB-19 99.
`COc1ccc2c(c1)C1=NN(C(C)=O)C(c3cc(OC)c(OC)c(OC)c3)C1C2` (configuration not stated) gave U251 99, SF-539 97, DU-145 112, OVCAR-8 95, OVCAR-3 108, PC-3 107, SF-268 136, SF-295 110 and SNB-19 96.
O=C(N/N=C/c1ccc2c(c1)CCC2)c1cc2ccccc2cc1O was read as U251 91, SF-539 93, DU-145 104, OVCAR-8 94, OVCAR-3 90, PC-3 75, SF-268 89 and SNB-19 79.
For CSc1nc(-c2cccc(NC(=O)CCl)c2)c(C#N)c(=O)n1C the results were SF-539 39, DU-145 77, OVCAR-8 73, OVCAR-3 8.9*, PC-3 78, SF-268 61, SF-295 99 and SNB-19 87.
`O=C1NC(CCO)C(=O)NC1CCO` (configuration not stated) gave U251 113, SF-539 106, DU-145 123, OVCAR-8 106, OVCAR-3 121, PC-3 99, SF-268 105, SF-295 107 and SNB-19 103.
Screening CC(C)C(C)(C)c1ccc(O)cc1 returned U251 102, SF-539 99, DU-145 107, OVCAR-8 106, OVCAR-3 105, PC-3 93, SF-268 100 and SF-295 118.
O=C1CC2c3cc(-c4cc5ccccc5o4)ccc3CCN2C(=O)N1c1ccccc1 (configuration not stated) was read as SF-539 106, DU-145 96, OVCAR-8 88, OVCAR-3 99, PC-3 52, SF-268 92, SF-295 90 and SNB-19 90.
Screening O=C(O)C(Cc1ccc(O)cc1)N1C(=O)CSC1=S (configuration not stated) returned U251 100, SF-539 98, DU-145 114, OVCAR-8 99, OVCAR-3 104, PC-3 100, SF-268 99, SF-295 102 and SNB-19 93.
`CSc1ccc(-c2cc(-c3ccc(NC(=O)CCCN4CCCC4)cc3)nc(-c3ccc(NC(=O)CCCN4CCCC4)cc3)c2)cc1` gave SF-539 76, DU-145 104, OVCAR-8 76, OVCAR-3 63, PC-3 41, SF-268 49 and SNB-19 49.
For O=c1[nH]c2ccc(Br)cc2c(O)c1C(c1ccc(Cl)cc1)c1c(O)c2cc(Br)ccc2[nH]c1=O the results were U251 72, SF-539 78, DU-145 97, OVCAR-8 92, OVCAR-3 86, PC-3 73, SF-268 82, SF-295 77 and SNB-19 82.
Screening COc1ccc(-n2c(=O)c3ccccc3n(Cc3ccc(C(=O)NO)cc3)c2=O)cc1 returned U251 -40*, SF-539 -11*, DU-145 20, OVCAR-8 -0.9*, OVCAR-3 8.9*, PC-3 -25*, SF-268 32, SF-295 4.3* and SNB-19 18.
Screening COc1ccc(/C=C(/C(C)=O)c2ccccc2)cc1 returned U251 90, SF-539 96, DU-145 103, OVCAR-8 104, OVCAR-3 106, PC-3 79, SF-268 100, SF-295 100 and SNB-19 104.
Nc1nc2nc(N=Nc3ccc(S(=O)(=O)O)cc3)[nH]c2c(=O)[nH]1 was read as U251 97, SF-539 103, DU-145 116, OVCAR-8 105, OVCAR-3 108, PC-3 82, SF-268 105, SF-295 103 and SNB-19 112.
`CC1C=CC(C2OCCO2)C2C(=O)C=CC(=O)C12` (configuration not stated) gave U251 102, SF-539 115, DU-145 137, OVCAR-8 107, OVCAR-3 128, PC-3 102, SF-268 111, SF-295 104 and SNB-19 101.
For O=C(NS(=O)(=O)c1ccccc1)n1ccc2cc(Br)cnc21 the results were U251 104, SF-539 100, DU-145 116, OVCAR-8 105, OVCAR-3 122, PC-3 103, SF-268 106, SF-295 103 and SNB-19 110.
Screening CC(C)NC(=O)N1C(=O)CCC1NNC(=O)c1ccc([N+](=O)[O-])cc1 (configuration not stated) returned U251 109, SF-539 98, DU-145 103, OVCAR-8 111, OVCAR-3 105, PC-3 107, SF-268 100, SF-295 105 and SNB-19 107.
CCOC(=O)c1cc(C(=O)c2ccc(Br)cc2)n2c1ccc1ccccc12 was read as U251 101, SF-539 97, DU-145 103, OVCAR-8 103, OVCAR-3 110, PC-3 94, SF-268 96, SF-295 98 and SNB-19 93.
CC(O)C(=O)Nc1ccccc1Cl (configuration not stated) was read as U251 125, DU-145 111, OVCAR-8 106, OVCAR-3 129, PC-3 111, SF-268 103, SF-295 101 and SNB-19 97.
Screening COc1ccc(C(CCc2ccccc2)OC(C)=O)cc1 (configuration not stated) returned U251 102, SF-539 112, DU-145 114, OVCAR-8 111, OVCAR-3 111, PC-3 89, SF-268 108, SF-295 103 and SNB-19 100.
CC(C)(O)C(O)(c1ccccc1)c1ccccc1 was read as U251 94, SF-539 92, DU-145 112, OVCAR-8 101, OVCAR-3 114, PC-3 93, SF-268 105, SF-295 93 and SNB-19 107.
CC(=O)O[C@@H]1/C=C/C(=O)N[C@@H](C)CCC/C=C/[C@@H]2CCC[C@H]21 was read as U251 109, SF-539 94, DU-145 112, OVCAR-8 99, OVCAR-3 106, PC-3 90, SF-268 104, SF-295 99 and SNB-19 97.
For COc1ccc(NC(=S)Nc2ccc(S(=O)(=O)N3CCCCC3)cc2)cc1 the results were U251 90, SF-539 103, DU-145 94, OVCAR-8 93, OVCAR-3 98, PC-3 84, SF-268 86, SF-295 82 and SNB-19 94.
Screening CC(C)NCCO returned U251 108, SF-539 107, DU-145 110, OVCAR-8 105, OVCAR-3 115, PC-3 111, SF-268 103, SF-295 113 and SNB-19 109.
CC1(C)CC[C@]23CC[C@]4(C)[C@H](CC[C@@H]5[C@@]6(C)CC[C@H](N)C(C)(C)[C@@H]6CC[C@]54C)[C@H]2[C@H]1OC3=O was read as U251 -89*, SF-539 -99*, DU-145 -80*, OVCAR-8 -51*, OVCAR-3 -81*, PC-3 -58*, SF-268 -39*, SF-295 -94* and SNB-19 -99*.
`CCCCC(CC)COC(=O)c1cc([N+](=O)[O-])c(C(C)(C)C)c([N+](=O)[O-])c1` (configuration not stated) gave U251 102, SF-539 120, DU-145 98, OVCAR-8 108, OVCAR-3 98, PC-3 88, SF-268 101, SF-295 105 and SNB-19 124.
`CCC(C)(C)C(=O)O[C@H]1C[C@@H](C)C=C2C=C[C@H](C)[C@H](CC[C@@H]3CC(SCCN)CC(=O)O3)[C@H]21` (some centres not stated) gave U251 87, SF-539 76, DU-145 99, OVCAR-8 88, OVCAR-3 91, PC-3 44, SF-268 96, SF-295 106 and SNB-19 93.
For COC(=O)C1(N)CCCC1 the results were U251 91, SF-539 110, DU-145 105, OVCAR-8 90, OVCAR-3 108, PC-3 88, SF-268 102, SF-295 115 and SNB-19 99.
`CCc1ccc(CCC(=O)Nc2ncc(Cc3ccccc3)s2)o1` gave U251 27, SF-539 -10*, DU-145 27, OVCAR-8 28, OVCAR-3 -11*, PC-3 27, SF-268 61, SF-295 15 and SNB-19 53.
`CC(C)C(C(=O)NCCCN1CCOCC1)N1C(=O)/C(=C/c2ccc(Br)cc2)SC1=S` (configuration not stated) gave U251 103, SF-539 102, DU-145 100, OVCAR-8 104, OVCAR-3 104, PC-3 88, SF-268 94, SF-295 101 and SNB-19 95.
C=C1[C@@H](O)CC[C@@H]2[C@@](C)(CCc3ccoc3)[C@H](C)CC[C@@]12C was read as U251 103, SF-539 111, DU-145 114, OVCAR-8 103, OVCAR-3 114, PC-3 58, SF-268 104, SF-295 100 and SNB-19 99.
COc1ccc(/C=C/C(=O)c2ccc(Nc3ncnc4cc(OC)c(OC)cc34)cc2)cc1F was read as U251 91, SF-539 101, DU-145 95, OVCAR-8 89, OVCAR-3 99, PC-3 71, SF-268 98, SF-295 89 and SNB-19 99.
CCn1c(Sc2nnc(/N=C3\NC(=O)/C(=C/c4ccc(OC)cc4)S3)s2)nc2c1c(=O)n(C)c(=O)n2C was read as U251 94, SF-539 92, DU-145 108, OVCAR-8 96, OVCAR-3 105, PC-3 101, SF-268 95, SF-295 106 and SNB-19 101.
For COC(=O)c1ccc(C(=O)OC)c([N+](=O)[O-])c1 the results were U251 99, SF-539 103, DU-145 97, OVCAR-8 101, OVCAR-3 109, PC-3 99, SF-268 96, SF-295 99 and SNB-19 105.

An excerpt from above in order of number of heavy atoms, rising:
Screening CC(C)NCCO returned U251 108, SF-539 107, DU-145 110, OVCAR-8 105, OVCAR-3 115, PC-3 111, SF-268 103, SF-295 113 and SNB-19 109.
CC(C)(O)C(O)(c1ccccc1)c1ccccc1 was read as U251 94, SF-539 92, DU-145 112, OVCAR-8 101, OVCAR-3 114, PC-3 93, SF-268 105, SF-295 93 and SNB-19 107.
Screening COc1ccc(C(CCc2ccccc2)OC(C)=O)cc1 (configuration not stated) returned U251 102, SF-539 112, DU-145 114, OVCAR-8 111, OVCAR-3 111, PC-3 89, SF-268 108, SF-295 103 and SNB-19 100.
`CCc1ccc(CCC(=O)Nc2ncc(Cc3ccccc3)s2)o1` gave U251 27, SF-539 -10*, DU-145 27, OVCAR-8 28, OVCAR-3 -11*, PC-3 27, SF-268 61, SF-295 15 and SNB-19 53.
`CCCCC(CC)COC(=O)c1cc([N+](=O)[O-])c(C(C)(C)C)c([N+](=O)[O-])c1` (configuration not stated) gave U251 102, SF-539 120, DU-145 98, OVCAR-8 108, OVCAR-3 98, PC-3 88, SF-268 101, SF-295 105 and SNB-19 124.
COc1ccc(/C=C/C(=O)c2ccc(Nc3ncnc4cc(OC)c(OC)cc34)cc2)cc1F was read as U251 91, SF-539 101, DU-145 95, OVCAR-8 89, OVCAR-3 99, PC-3 71, SF-268 98, SF-295 89 and SNB-19 99.
CCn1c(Sc2nnc(/N=C3\NC(=O)/C(=C/c4ccc(OC)cc4)S3)s2)nc2c1c(=O)n(C)c(=O)n2C was read as U251 94, SF-539 92, DU-145 108, OVCAR-8 96, OVCAR-3 105, PC-3 101, SF-268 95, SF-295 106 and SNB-19 101.

(further entries)
CC1=C(C)C(=O)C(Nc2ccccc2)=C(Cl)C1=O was read as U251 84, SF-539 95, DU-145 101, OVCAR-8 95, OVCAR-3 102, PC-3 74, SF-268 95, SF-295 102 and SNB-19 89.
c1ccc(C(c2ccccc2)N2CCCCC2)cc1 was read as U251 101, SF-539 112, DU-145 107, OVCAR-8 113, OVCAR-3 112, PC-3 104, SF-268 105, SF-295 96 and SNB-19 98.
CC(=O)Oc1cc(C)c(OC(C)=O)c(C)c1C was read as U251 104, SF-539 101, DU-145 105, OVCAR-8 100, OVCAR-3 119, PC-3 90, SF-268 107, SF-295 107 and SNB-19 96.
Screening CC(C)Oc1ccc2c(=O)cc(-c3ccccc3)oc2c1 returned U251 85, SF-539 106, OVCAR-8 90, PC-3 82, SF-295 79 and SNB-19 110.
COc1cc(C2CC(c3ccc(Nc4nc(Nc5ccc(Cl)cc5)nc(Nc5ccc(Cl)cc5)n4)cc3)=NN2C(C)=O)cc(OC)c1OC (configuration not stated) was read as U251 94, SF-539 99, DU-145 115, OVCAR-8 107, OVCAR-3 105, PC-3 90, SF-268 106, SF-295 102 and SNB-19 102.
For COc1ccc(-c2cc(-c3cccn3C)c(C#N)c(=O)n2S(=O)(=O)c2ccc(C)cc2)cc1OC the results were U251 103, SF-539 97, DU-145 120, OVCAR-8 96, OVCAR-3 115, PC-3 104, SF-268 109, SF-295 100 and SNB-19 97.
Screening NC(N)=N/N=C/c1cccc(Cl)c1 returned U251 107, SF-539 103, DU-145 118, OVCAR-8 102, OVCAR-3 107, PC-3 90, SF-295 96 and SNB-19 98.
Screening O=[N+]([O-])c1ccc(Oc2ccc([N+](=O)[O-])cc2)cc1 returned U251 105, SF-539 97, DU-145 110, OVCAR-8 109, OVCAR-3 109, PC-3 93, SF-268 104, SF-295 100 and SNB-19 114.
BrC1(Br)C2CC/C=C\CCC21 (configuration not stated) was read as SF-539 101, DU-145 111, OVCAR-8 118, OVCAR-3 101, PC-3 95, SF-268 98, SF-295 98 and SNB-19 94.
Screening CO/C=C/C(=O)c1cc2cnc3c(=N)cc(NC(=O)C(C)C)c([nH]1)c23 returned U251 -74*, SF-539 -57*, DU-145 4.4*, OVCAR-8 0.7*, OVCAR-3 -45*, PC-3 -22*, SF-268 -47*, SF-295 -52* and SNB-19 -30*.
Screening COc1ccc(NC2=C(C#N)C(=N)N3C(=NN2)Sc2c(C)ccc(C)c23)cc1 returned U251 106, SF-539 105, DU-145 121, OVCAR-8 103, OVCAR-3 111, PC-3 97, SF-268 114, SF-295 120 and SNB-19 112.
